Bioassay records deposited in PubChem by School of Medicine, Boston University.
PL biosyn Enam: animal cell phospholipid biosynthesis inhibition, Enamine screen; ZR-82 CHO cells, pyrene fatty acid UV survival, CellTiter Blue; peroxisome-deficient CHO-K1 mutant line; plus DGAT-1, DGAT-2 and ACAT inhibitors; calls only at 10 µM; 20,000 tested, 0.4% active;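 active = cell survival signal 2 SD away from solvent-only control wells, confirmed on one or two retests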;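 note: 3 h compound exposure then viability read about one day after UV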
Calls only; i = inactive.

SMILES | PL biosyn Enam
Cc1ccc(/C=C2\N=C(c3cccs3)OC2=O)s1 | i
O=C1CC2(CCCC2)CC(=O)N1 | i
Nc1nnnn1-c1ccccc1 | i

Random excerpt: 2 records from the list, in no set order.
SMILES | PL biosyn Enam
O=C1CC2(CCCC2)CC(=O)N1 | i
Nc1nnnn1-c1ccccc1 | i

Only part of the results is shown; rates above refer to the full screens.
